HGIII-sPLA2 inh: Inhibits HGIII-sPLA2 liposome hydrolysis, primary screen. Q9NZ20. 370,000 tested, 0.56% active. AID 743126. inhibition, % at 12.2 µM. QFRET BODIPY PC-A2 liposome hydrolysis, fluorescence;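 active means inhibition above mean plus 3 SD of compounds lying within the high and low control bounds, cut at about 19% in these data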;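 further: 0% = median of test compound wells and 100% = no enzyme DMSO wells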
PLC-gamma1 inh: inhibitors of human phospholipase C gamma1; inhibition, % at 12.2 µM; purified PLC-gamma1, fluorogenic substrate, fluorescence; 370,000 tested, 0.84% active; P19174; AID 720700; in the data active means inhibition above about 9.5%
UHRF1 MBD2 ctr: blocks human UHRF1 binding to methylated DNA. Q96T88. UHRF1 binding to methylated oligo, TR-FRET. inhibition, % at 4.4 µM. 370,000 tested, 0.75% active. AID 687016; in the data active means inhibition above about 21%;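 further: UHRF1 SRA domain binding a hemimethylated CpG hairpin DNA probe; 0% = median of test compound wells and 100% = reference inhibitor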
DDE Tn6 FP inh: DD(E)-Tn6 binding inhibition, primary FP screen | P02675 | Fibrin DD(E) TRITC-Tn6 fluorescence polarization displacement | inhibition, % at 8.3 µM | 370,000 tested, 0.21% active | AID 720509;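 active means inhibition above a per-campaign cutoff: mean of compounds within control limits plus 3 SD, cut at about 15% in these data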;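 further: 0% = median of all compound wells on the plate and 100% = blocking peptide control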
Target sequence (P02675 whole entry, looked up): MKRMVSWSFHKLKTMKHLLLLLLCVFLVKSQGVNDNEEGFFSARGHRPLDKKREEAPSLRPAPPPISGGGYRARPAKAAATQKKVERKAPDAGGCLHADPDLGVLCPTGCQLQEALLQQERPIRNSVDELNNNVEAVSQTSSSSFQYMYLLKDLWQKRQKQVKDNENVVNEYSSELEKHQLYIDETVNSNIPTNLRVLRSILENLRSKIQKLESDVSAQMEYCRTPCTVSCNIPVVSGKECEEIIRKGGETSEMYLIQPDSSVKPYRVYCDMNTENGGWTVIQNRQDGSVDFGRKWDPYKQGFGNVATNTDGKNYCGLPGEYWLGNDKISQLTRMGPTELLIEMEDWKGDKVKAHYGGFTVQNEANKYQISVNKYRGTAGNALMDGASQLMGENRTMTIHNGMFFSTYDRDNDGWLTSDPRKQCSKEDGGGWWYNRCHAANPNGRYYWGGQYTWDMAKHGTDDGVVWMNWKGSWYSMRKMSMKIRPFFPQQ
ASAP1 inh: inhibitors of human ASAP1 ArfGAP activity | Q9ULH1 | ASAP1-stimulated ARF1 GTP hydrolysis, GDP FP detection | inhibition, % at 16.5 µM | 360,000 tested, 0.19% active | AID 624377; in the data active means inhibition above about 25%;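 further: 0% = vehicle with enzyme and substrate and 100% = no enzyme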
NR1D1 modulator: Rev-erb alpha (human) modulation | 370,000 tested, 0.79% active | P20393 | activity, % at 10 µM | Rev-erbα–FITC-DNA binding, fluorescence polarization, 90 min;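 active means activity above about 14%, limit read from the data; passing the limit was not always enough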;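 further: 0% = DMSO wells with 35 nM protein and 100% = DMSO wells with 750 nM protein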
PLC-beta3 inh: blocks human PLC-beta3 enzyme activity; Q01970; 370,000 tested, 0.18% active; inhibition, % at 12.2 µM; Purified PLC-beta3, fluorogenic substrate, fluorescence; in the data active means inhibition above about 11%;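 further: 0% = median of compound wells on plate and 100% = full blocker control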
ARFGAP1 inhibitor: inhibitors of rat ARFGAP1; Q62848; Arfgap1-stimulated ARF1 GTP hydrolysis, GDP FP detection; inhibition, % at 16.5 µM; 360,000 tested, 0.26% active;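 active means inhibition above a per-plate limit, mean inhibition of low control wells plus 3 SD, cut at about 25% in these data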;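 further: 0% = DMSO wells with enzyme and 100% = wells lacking Arfgap1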
Target sequence (Q62848 1-136 limits assumed): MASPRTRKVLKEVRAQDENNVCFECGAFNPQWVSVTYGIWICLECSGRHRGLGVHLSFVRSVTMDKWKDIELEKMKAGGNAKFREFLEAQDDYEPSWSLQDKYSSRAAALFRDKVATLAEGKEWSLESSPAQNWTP
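Material: rat Arfgap1 GAP domain (His6, aa 1-136), purified enzyme. Also added: human ARF1(Δ1-17)-GTP substrate. Compound dosing: 16.5 µM single point, 1.26% DMSO. Timing: enzyme reaction 120 min at 25 °C after 20 min preincubation. Signal: GDP detection by fluorescence polarization. Read-out basis: percent inhibition of GAP-stimulated GDP formation, scaled between DMSO and no-Arfgap1 medians.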
proKLK7 act: activators of human kallikrein-7 zymogen; purified proKLK7, EDANS-DABCYL substrate fluorescence; 100% is mature enzyme control, 0% vehicle; activation, % at 7 µM; 370,000 tested, 0.9% active; AID 652039;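 active means activation above the mean of all tested compounds plus 3 SD, computed per campaign excluding outliers beyond control limits, cut at about 13% in these data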
Target sequence (P49862 whole entry, looked up): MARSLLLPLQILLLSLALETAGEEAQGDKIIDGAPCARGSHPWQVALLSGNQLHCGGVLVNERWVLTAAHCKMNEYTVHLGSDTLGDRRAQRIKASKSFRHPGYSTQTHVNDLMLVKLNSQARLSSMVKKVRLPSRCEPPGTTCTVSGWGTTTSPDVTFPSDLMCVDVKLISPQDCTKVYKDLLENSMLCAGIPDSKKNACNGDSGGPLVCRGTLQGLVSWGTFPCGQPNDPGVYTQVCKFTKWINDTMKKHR
Tn7 DDE FP: DD(E)-Tn7 binding inhibition, primary FP screen; P02675; inhibition, % at 8.3 µM; AID 720508; FP displacement of FITC-Tn7 peptide from fibrin DD(E); 0% = median of compound wells per plate; 370,000 tested, 0.13% active;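 active means inhibition above the mean of compounds falling within the control limits plus 3 SD of them, cut at about 14% in these data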;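 further: 0% = plate median of compound wells and 100% = 10 µM Aha-Tn7 peptide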
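Measure: % inhibition scaled between sample-field median and high-control FP; Test system: human fibrin DD(E); Quantity: 2 µM final DD(E) protein; Doses: one dose, 8.3 µM nominal; Schedule: compound with protein 10 min, then 3 h after probe, room temperature; Detection: fluorescence polarization; Medium: Tris buffer with calcium and detergent, pH 7.8.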
Starred values were filed as active, the others as inactive; i = inactive; · = no result given. An unsorted share of the library; about 4.5% have a hit in one of these screens.

SMILES	HGIII-sPLA2 inh	PLC-gamma1 inh	UHRF1 MBD2 ctr	DDE Tn6 FP inh	ASAP1 inh	NR1D1 modulator	PLC-beta3 inh	ARFGAP1 inhibitor	proKLK7 act	Tn7 DDE FP
CCOC(=O)/C(C#N)=C/c1cn(CCC(=O)O)nc1-c1ccc(Cl)cc1	-6	-19	-3	6	-9	8	-21	-1	-1.1	7
O=C1COc2ccc(C(=O)CSc3nnnn3-c3ccccc3)cc2N1	-35	-2	-1	4	-1	-3	-1	-7	-0.2	8
Cc1ccc(-c2cc(C(=O)N/N=C/c3ccc([N+](=O)[O-])o3)c3ccccc3n2)o1	-5	-348	-2	0	4	-5	i	4	9.7	2
O=C(Nc1ccccc1)C(=O)Nc1ccccn1	2	5	-1	-2	-4	3	5	-10	0.0	-2
CC1=C(C)CC(C(=O)NC2CCN(C(C)C)CC2)C(C(=O)O)C1 (centres undefined)	4	-1	-1	1	2	-6	-5	2	0.0	5
C/C(=C\C(=O)c1cccnc1)Nc1ccc(O)cc1	-4	-26	-1	44*	13	-1	-35	2	-0.3	11
COC(=O)[C@]12C[C@H](CC(=O)NCc3ccc(OC)c(OC)c3)C(=O)N(CCc3ccc(OC)c(OC)c3)C1=C[C@H](C(C)C)O[C@@H]2C1CC1	0	2	1	6	·	-4	-1	·	0.0	4
COc1ccc2cc(-c3ccccc3)ncc2c1	1	-3	1	-6	-1	1	-6	9	0.8	5
COc1ccc(C(=O)C[n+]2cccc(C(N)=O)c2)cc1	7	-5	-3	-10	3	4	-11	6	-0.1	7
CCn1c(=N)n(CC(=O)c2cccc([N+](=O)[O-])c2)c2ccccc21	3	-1	2	9	-4	4	0	-9	0.3	2
Cc1ccc(CSC(Nc2ccc(F)cc2)=C(C#N)C#N)cc1	-51	5	3	6	-10	7	2	1	-0.2	-2
CCCc1cc(=O)[nH]c(SCC(=O)Nc2ccccc2C#N)n1	1	3	1	0	-13	-3	3	-15	0.3	-3
CS(=O)(=O)c1ccc(Cl)c(NC(=O)COC(=O)CCc2c[nH]c3ccccc23)c1	-77	0	-4	6	-8	7	-2	8	-0.4	-2
COc1ccccc1N1CCN(C(=O)C2c3ccccc3Oc3ccccc32)CC1	-6	1	-3	-11	0	6	4	3	-0.5	-5
COc1ccc(-c2cc(-c3cccs3)c(C#N)c(SCC(=O)NCc3ccccc3)n2)cc1	2	-3	2	-12	10	52*	-1	-6	0.0	2
O=C(N/N=C/C=C/c1ccccc1)C1CC1(c1ccccc1)c1ccccc1 (centres undefined)	1	-1	-1	0	4	3	-1	-3	1.0	3
O=C(COC(=O)CCNS(=O)(=O)c1ccc2c(c1)OCCO2)NC1CCCc2ccccc21 (centres undefined)	-18	3	6	-8	-6	-4	1	11	-0.4	-6
O=C(CN1CCN(C2CCS(=O)(=O)C2)CC1)N1N=C(c2ccc(Cl)cc2)CC1c1ccco1 (centres undefined)	4	-6	-2	-1	-6	0	-11	-3	-0.8	0
O=C(COc1ccccc1Br)Nc1ccc(S(=O)(=O)N2CCCC2)cc1	-13	1	-2	1	1	1	-6	8	-0.2	2
COc1ccc(-c2nn(-c3ccccc3)cc2CNC[C@H]2O[C@@H](n3cnc4c(N)ncnc43)[C@H](O)[C@@H]2O)cc1	3	3	-2	4	2	8	3	-10	0.9	-3
Cc1ccc(S(=O)(=O)Nc2ccc3ccccc3n2)cc1	-9	-27	0	5	15	-8	-31	-8	1.3	0
COc1ccc(-c2csc(Nc3ccc(S(=O)(=O)Nc4cc(OC)nc(OC)n4)cc3)n2)cc1	-178	-11	-1	-14	7	-5	-15	9	1.1	-6
COCCCNC(=O)C1CC(=O)N(CCc2ccccc2)C1 (centres undefined)	-6	7	1	-2	-2	-1	8	-10	-0.3	-7
Cc1nc(-c2nc(-c3c(C(=O)NNC(=O)c4ccc(Cl)cc4)noc3C)cs2)cs1	-9	0	-2	2	5	5	-6	-4	-0.6	-8

A draw from above in order of heavy-atom count, low to high:
SMILES	HGIII-sPLA2 inh	PLC-gamma1 inh	UHRF1 MBD2 ctr	DDE Tn6 FP inh	ASAP1 inh	NR1D1 modulator	PLC-beta3 inh	ARFGAP1 inhibitor	proKLK7 act	Tn7 DDE FP
Cc1ccc(S(=O)(=O)Nc2ccc3ccccc3n2)cc1	-9	-27	0	5	15	-8	-31	-8	1.3	0
O=C(N/N=C/C=C/c1ccccc1)C1CC1(c1ccccc1)c1ccccc1 (centres undefined)	1	-1	-1	0	4	3	-1	-3	1.0	3
Cc1nc(-c2nc(-c3c(C(=O)NNC(=O)c4ccc(Cl)cc4)noc3C)cs2)cs1	-9	0	-2	2	5	5	-6	-4	-0.6	-8
O=C(COC(=O)CCNS(=O)(=O)c1ccc2c(c1)OCCO2)NC1CCCc2ccccc21 (centres undefined)	-18	3	6	-8	-6	-4	1	11	-0.4	-6
COc1ccc(-c2nn(-c3ccccc3)cc2CNC[C@H]2O[C@@H](n3cnc4c(N)ncnc43)[C@H](O)[C@@H]2O)cc1	3	3	-2	4	2	8	3	-10	0.9	-3

Additional records follow:
SMILES	HGIII-sPLA2 inh	PLC-gamma1 inh	UHRF1 MBD2 ctr	DDE Tn6 FP inh	ASAP1 inh	NR1D1 modulator	PLC-beta3 inh	ARFGAP1 inhibitor	proKLK7 act	Tn7 DDE FP
CCc1ccc(C(=O)Nc2ccc(S(=O)(=O)Nc3nc(C)cc(C)n3)cc2)o1	-11	-2	1	4	-6	3	-1	-4	0.2	6
CCOc1ccc(NS(=O)(=O)c2ccc(C(=O)N3CCCC(C)C3)cc2)cc1 (centres undefined)	-13	3	0	-1	7	-6	-4	-18	-0.2	-7
CCc1nc2c(OCc3ccccc3)cccn2c1N(C)C(=O)c1ccc(OC)cc1	6	0	-3	3	-2	1	3	1	0.2	-4
Cc1cccc(C(=O)NC(=S)Nc2ccc3[nH]c(=O)[nH]c3c2)c1	5	-1	1	6	13	-2	-2	1	-0.7	-11
CN(c1ccc(C(=O)Nc2ccc(Cl)cn2)cc1)S(=O)(=O)c1ccccc1	-15	0	-1	-6	4	5	-9	-5	-0.1	0
CCOC(=O)c1cnc(SCCc2ccccc2)nc1N	-3	7	-1	6	1	3	-1	-2	0.1	2
CCOc1ccccc1-c1nc(C(N)=O)c2[nH]c(=O)n(-c3ccccc3)c2n1	1	-4	0	6	2	-6	-4	-3	-1.5	2
CCOc1ccc(C)cc1-n1nc2ccccc2n1	-2	-21	-1	3	-3	1	-28	-1	-0.4	6
O=C(Cc1ccc(Cl)cc1)Nc1ccc(Br)cn1	1	4	2	-3	-2	-6	-1	3	-0.5	-2
COc1cccc(OC)c1C(=O)Nc1ccccc1NC(=O)c1c(OC)cccc1OC	6	2	8	7	-7	-2	2	-15	0.3	2
CC(C)CC(=O)N1CCN(C(=O)c2ccc(-c3ccccc3)cc2)CC1	-4	-2	0	10	-4	2	-6	5	-0.1	-3
O=C(CSc1nnc2c(Cl)cc(Cl)cn12)N1CCN(c2ccc(F)cc2)CC1	-1	-2	3	1	4	4	6	1	0.2	4
CCN1CCN(C(=O)C(Cc2ccccc2)NC(=O)c2ccc(Cl)c(S(=O)(=O)N(C)C)c2)CC1 (centres undefined)	6	-1	-2	2	-14	-2	-11	-9	0.8	3
Cc1cccc(NC(=S)NC(=O)Cc2ccccc2)c1C	-1	0	-1	7	-1	-3	-5	-5	-0.2	8
CCNC(=O)C1(C)CCN(C(=O)c2ccc(C(F)(F)F)cc2)C1 (centres undefined)	-2	-2	17	13	-2	-2	1	6	-0.1	-7
CN1CCN(C(=O)C2=C[C@@H](c3csc4ccccc34)C[C@@H](OCc3ccc(CO)cc3)O2)CC1	-3	3	2	-8	6	-1	1	-7	0.6	-2
O=C(CCC(=O)Nc1ccccc1Cl)NNS(=O)(=O)c1ccc(Cl)cc1	-4	-1	-1	-1	-4	4	-2	-3	-0.3	-2
C(=N\NC1=NCCN1)/c1ccncc1	-1	4	0	7	-18	0	-4	9	-0.4	-2
CN(C)S(=O)(=O)c1cccc(NC(=O)COC(=O)[C@H](Cc2ccccc2)NC(=O)c2ccco2)c1	-16	0	-2	8	-24	0	-7	8	0.5	4
Cc1cc(C)c(C)c(OCCOCCN2CCOCC2)c1	5	2	2	6	-6	0	-2	2	-0.5	-1
Cc1ccc(NS(=O)(=O)c2ccc(-c3coc(C)n3)cc2)c(C)c1	-18	2	1	-9	5	0	-4	16	-0.5	-1
O=C(c1ccc2c(c1)OCCO2)C1CCN(S(=O)(=O)c2cccc(F)c2)CC1	-16	1	5	-7	-18	-1	-2	14	0.3	-4
CCn1c(C)nnc1SCC(=O)Nc1ccc(N2CCOCC2)cc1	5	3	3	1	11	3	-4	2	-0.3	-4
COc1ccc(Cl)cc1NC(=O)CSC1=NN2CCCC(=O)N=C2S1	-3	1	0	-6	5	-5	-2	13	-0.1	1
COC(=O)c1ccccc1S(=O)(=O)N1CCC(C(=O)NCC2CCCO2)CC1 (centres undefined)	5	0	-1	6	-11	3	-4	0	0.0	2
Cc1ccc(C(=O)Nc2ccccc2C(=O)NC(Cc2ccccc2)C(=O)O)cc1 (centres undefined)	-12	-8	0	3	12	3	-11	11	0.4	-2
CN(C(=O)CCc1nnc(CCCCc2ccccc2)o1)C1CCOCC1	-4	8	17	-2	-4	-5	4	-7	-0.6	3
CCOCCCn1c(=NC(=O)c2ccco2)c(C(=O)OCC)cc2c(=O)n3cccc(C)c3nc21	0	-336	-6	4	-7	1	-364	5	39*	-3
CCCCCNC(=O)c1ccccc1SC	4	3	0	5	-1	-2	1	-14	0.2	0
CCCCN(C)C(=O)C1CCN(C/C(C)=C/c2ccccc2)CC1	-7	3	-2	5	2	-4	3	-12	-0.1	12
COc1ccccc1C(=O)N/C(=C\c1ccc(Br)cc1)C(=O)NCCCO	4	-6	-1	3	-12	-3	-6	5	0.9	8
COC(=O)Nc1ccc(OC)c(OC)c1	10	2	5	-2	11	1	3	9	0.8	-2
CN(C#N)c1nc(N2CCOCC2)nc(N2CCOCC2)n1	7	7	2	0	1	-3	9	9	-0.3	3
CCCNC(=O)CC1Sc2ccccc2NC1=O (centres undefined)	5	-3	-1	0	12	-2	0	1	0.7	1
CCCn1c(S(=O)(=O)O)nc2ccccc21	4	4	-1	3	-8	-3	-7	13	-0.1	2
COC(=O)C1=C(C)N(CC2CC2)C(=O)N[C@H]1c1ccc(Br)cc1	-1	-1	2	-6	2	3	-3	-1	0.3	1
CC(Oc1ccccc1)C(=O)Nc1ccc(S(=O)(=O)NCC2CCCO2)cc1 (centres undefined)	-11	0	-2	3	-9	0	6	-3	0.5	-5
COc1ccc(C2c3ccc(O)cc3Oc3ncn(Cc4ccccc4)c(=N)c32)cc1OC (centres undefined)	-7	0	-2	-7	1	-2	-5	-12	-0.5	2

Screens deposited in PubChem by several laboratories.
